MsrA inh = inhibits bovine methionine sulfoxide reductase A | purified bovine MsrA, absorbance read-out | inhibition, % at 15.5 µM | 360,000 compounds, 0.75% hits | AID 651718; in the data active = inhibition above about 4.5%;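 also: 0% = vehicle wells with enzyme and 100% = reference inhibitor wells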
SUMO1-SIM PPI = alters human SUMO1 binding to SIM partners | P63165 | SUMO1 binding to a labelled peptide, TR-FRET, 1 h | inhibition, % at 20 µM | 360,000 compounds, 0.33% hits | AID 602429; in the data active = inhibition above about 37%
Target sequence (P63165 whole entry, looked up): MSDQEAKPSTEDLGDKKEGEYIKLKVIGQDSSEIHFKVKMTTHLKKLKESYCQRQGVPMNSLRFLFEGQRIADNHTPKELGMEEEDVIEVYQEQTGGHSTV
NRP1-CendR mod = alters CendR peptide binding to human NRP-1. inhibition, % at 25 µM. FAM-RPARPAR peptide binding to NRP-1, fluorescence polarization. 360,000 compounds, 0.85% hits;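 active = inhibition or corrected inhibition above about 18%, plus a signal ratio from 0.5 to 1.5, limit read from the data, passing the limit was not always enough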; also: strong numbers were not always called active
Scp1 inh = inhibitors of human Scp-1 phosphatase; Q9GZU7; Recombinant Scp1, phosphopeptide, malachite green phosphate absorbance; inhibition, % at 20 µM; 340,000 compounds, 0.88% hits; AID 493091;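 active = inhibition above about 50% at 20 µM, limit read from the data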;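 also: plate controls were DMSO wells with enzyme for no effect and wells lacking enzyme for full effect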
Target sequence (Q9GZU7 76-261 limits assumed): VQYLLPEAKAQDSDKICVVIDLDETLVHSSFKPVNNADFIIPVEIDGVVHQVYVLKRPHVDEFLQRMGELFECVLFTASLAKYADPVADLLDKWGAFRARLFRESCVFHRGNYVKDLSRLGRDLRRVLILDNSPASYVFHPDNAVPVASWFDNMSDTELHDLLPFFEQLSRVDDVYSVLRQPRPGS
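Test system: SCP-1 catalytic domain; Buffer or medium: Acidic Tris acetate buffer with magnesium and detergent; Also added: Phosphorylated 17-residue peptide substrate; Compound: single 20 µM dose, 1% DMSO; Schedule: enzyme reaction 45 min at room temperature, colour 5 min, stabilisation 30 min; Signal: Phosphate-binding colour reagent, absorbance read at 630 nm.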
bovine MsrA act = bovine methionine sulfoxide reductase A activation; purified bovine MsrA, absorbance read-out; activation, % at 10.6 µM; 360,000 compounds, 0.3% hits; AID 602163; in the data active = activation above about 7.5%;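 also: 0% = vehicle and 100% = reference activator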
STEP block = STEP (human) phosphatase inhibition; P54829; recombinant STEP, OMFP fluorogenic substrate, fluorescence; inhibition, % at 20 µM; 360,000 compounds, 0.25% hits; AID 588621;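 active = inhibition at 20 µM, scaled per plate between control wells, above about 37%, limit read from the data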;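 also: 0% = DMSO with enzyme and substrate and 100% = substrate only without enzyme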
Target sequence (P54829 whole entry, looked up): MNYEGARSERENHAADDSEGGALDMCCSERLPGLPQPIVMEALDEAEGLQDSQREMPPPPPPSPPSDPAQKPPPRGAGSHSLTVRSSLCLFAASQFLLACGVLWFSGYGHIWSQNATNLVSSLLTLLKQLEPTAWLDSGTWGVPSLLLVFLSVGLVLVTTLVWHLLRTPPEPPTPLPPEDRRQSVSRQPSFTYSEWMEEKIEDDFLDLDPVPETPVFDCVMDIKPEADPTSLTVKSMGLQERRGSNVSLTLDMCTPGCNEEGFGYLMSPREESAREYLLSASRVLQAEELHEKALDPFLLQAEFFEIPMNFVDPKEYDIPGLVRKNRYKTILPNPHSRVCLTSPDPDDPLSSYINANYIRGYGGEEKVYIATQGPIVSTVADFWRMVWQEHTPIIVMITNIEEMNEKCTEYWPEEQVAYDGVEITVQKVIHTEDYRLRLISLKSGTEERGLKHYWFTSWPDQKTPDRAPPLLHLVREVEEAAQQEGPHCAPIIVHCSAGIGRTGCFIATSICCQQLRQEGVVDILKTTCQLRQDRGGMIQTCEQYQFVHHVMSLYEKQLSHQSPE
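medium = Bis-Tris buffer pH 6.0, 2.5 mM DTT, 0.005% Tween 20 | test system = STEP (striatal-enriched tyrosine phosphatase) enzyme, cell-free | measure = normalized % inhibition | compound dosing = 20 µM, 1% DMSO | also added = 25 µM OMFP | schedule = reaction 20 min, ambient temperature | measured by = fluorescence read at 480 nm ex / 540 nm em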
E coli Lon inh = E. coli protease La inhibition | inhibition, % at 7.94 µM | purified E. coli Lon protease, fluorescence polarization | P0A9M0 | 360,000 compounds, 0.42% hits | AID 602123; in the data active = inhibition above about 13%, passing the limit was not always enough;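 also: 0% = enzyme with probe and DMSO and 100% = no enzyme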
LMPTP block = blocks human LMPTP phosphatase; recombinant LMPTP-A, OMFP fluorogenic substrate, fluorescence intensity; inhibition, % at 20 µM; 360,000 compounds, 0.22% hits;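 active = compounds that cut the enzyme signal by at least half of the control window in the single-dose screen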;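 also: plate controls were DMSO wells with enzyme plus substrate for no effect and substrate without enzyme for full effect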
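Test system – LMPTP-A phosphatase enzyme · Quantity – 0.625 nM LMPTP-A final · Reagent – OMFP substrate, 400 µM final · Dosing – one test concentration per compound, 20 µM, with 3% DMSO overall · Timing – 50 min enzyme reaction at room temperature, protected from light · Detection – fluorescence intensity · Controls – substrate-only low control, DMSO enzyme-plus-substrate high control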
DNMT1 inh = inhibitors of human DNMT1 | 360,000 compounds, 0.83% hits | DNMT1 molecular beacon, Hinp1I cleavage, fluorescence | inhibition (reported as % activation of signal), % at 10 µM | P26358; in the data active = inhibition above about 50%
TbMetRS inhib = blocks T. brucei methionyl-tRNA synthetase activity; purified T. brucei MetRS, ATP depletion, Kinase-Glo luminescence; inhibition, % at 11.9 µM; 360,000 compounds, 0.4% hits; AID 624268;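 active = inhibition above a per-plate cutoff of the control wells' mean inhibition plus 3 SD, cut at about 5.5% in these data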;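 also: 0% = DMSO wells median and 100% = median of wells with control inhibitor compound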
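Dosing: 11.9 µM single point; system: parasite MetRS enzyme; technique: luminescence of leftover ATP; times: 15 min enzyme-compound preincubation, 2 h reaction, 10 min detection, 25 °C; replicates: each compound tested once; read-out basis: percent inhibition relative to median high and low control wells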
* hit, by the source's call; x = not tested or not shown.

SMILES	MsrA inh	SUMO1-SIM PPI	NRP1-CendR mod	Scp1 inh	bovine MsrA act	STEP block	E coli Lon inh	LMPTP block	DNMT1 inh	TbMetRS inhib
Cc1cccc(NC(=S)N(CCCN2CCOCC2)C(C)c2cc3ccccc3o2)c1C (stereo unspecified)	-0.1	2	1	-6	-3	3	-5	-2.4	54*	-0.1
CNc1nc(C)c(C(=O)OCC(=O)OC)s1	0.0	2	-2	-4	-2	-2	-1	-1.4	2	1.6
O=c1oc2ccccc2cc1-c1ccc(O)cc1O	1.4	-15	6	-1	-3	0	2	-1.9	-6	-0.4
COc1ccc(/[N+]([O-])=C/c2ccco2)cc1	-0.3	-12	3	-6	-5	-2	13	-1.4	2	-0.3
O=C(O)C(=O)/C(=C\c1cccc(Cl)c1)c1ccc2ccccc2n1	0.8	-9	-28	1	-1	2	-16	-0.1	1	0.1
CCCCOc1cccc(C2C(C(=O)c3cccs3)=C(O)C(=O)N2Cc2cccnc2)c1 (stereo unspecified)	0.1	5	5	0	-2	4	-5	-0.6	-1	-0.2
COc1ccc(OC)c(NC(=O)CSC2=NCCS2)c1	0.1	1	2	-6	-5	-5	-3	-1.3	-6	-1.6
Cc1cc(S(=O)(=O)c2ccc([N+](=O)[O-])cn2)ccc1Br	0.6	-21	22*	0	2	2	-7	1.9	7	-0.9
Cc1nnc(NC(=O)CN2CC(C)OC(C)C2)s1 (stereo unspecified)	1.2	4	0	-5	2	-1	-7	-1.4	0	0.7
CC1(C(=O)O)CC(C)(C(=O)O)CC(C)(C(=O)O)C1 (stereo unspecified)	0.3	-3	21	6	-11	-5	7	-2.0	2	-1.7
COc1cccc(/C(C#N)=C/c2c(-c3ccc(Cl)cc3)nc3c(C)cccn23)c1	-0.1	-5	10	20	-3	0	6	7.0	-5	-1.5
Cc1ccc(N/C=C/c2onc(C)c2[N+](=O)[O-])cc1	-0.7	-15	-38	-4	-5	3	-31	1.1	10	-0.4
O=C(CCCCCNC(=O)N1CCn2c1nc1ccccc12)NCc1ccccc1	-0.9	7	6	3	-7	-4	9	1.0	-1	-1.0
CC(=O)Nc1ccc(C2CC(c3ccc(Cl)cc3)=NN2c2ccccc2)cc1 (stereo unspecified)	1.6	-5	-5	-19	1	3	-1	4.6	-11	0.0
COc1ccc(C(=O)NCCNc2nc3ccc(C)cc3cc2C#N)cc1	0.5	-12	-1	-12	-1	1	-5	-0.9	-3	0.0
Oc1cc(NCc2cccnc2)ccc1-c1nc2ccccc2o1	0.9	-2	-9	-2	-10	3	-11	2.4	-2	-1.0
CCCN1CCN(C(=O)CS(=O)(=O)Cc2nc(-c3cccc(OC)c3)oc2C)CC1	-1.0	3	11	-5	9.3*	-3	-3	-1.6	1	-0.8
CC(=O)Oc1ccc(C(=O)[C@H]2[C@H]3C(=O)N(c4ccc(C)cc4C)C(=O)[C@H]3[C@@H]3C=CC=NN32)cc1	0.6	-11	-55	-4	-1	0	-9	0.4	-11	0.2
Cc1csc(Cn2c(CN(C)C)nc3ccccc3c2=O)n1	2.4	-2	4	-10	-1	-1	-2	-0.6	1	-0.1
CS(=O)(=O)N(CC(=O)N1CCCCC1)c1sc2c(c1C#N)CCCC2	-0.1	1	17	3	-4	-3	-7	-0.6	-1	-0.4
CNC(=O)COc1coc(CN2CCN(Cc3ccccc3)CC2)cc1=O	0.9	3	2	-7	-3	1	-4	-0.7	1	-0.3
C=CCc1cccc(/C=N/NC(=O)CNc2ccccc2)c1O	0.4	-1	1	-7	5	4	-4	0.7	-7	-0.1
COCCN(C(=O)c1ccccc1)c1nnc(-c2cccnc2)s1	-1.2	2	-8	-3	0	3	-8	0.0	1	-0.2
COCCCNc1nc(N)c([N+](=O)[O-])c(N2CCCCCC2)n1	1.4	1	5	-4	-5	-2	9	5.4	2	0.0
CC(C)NCCOCCSc1ccc(Cl)cc1	-1.4	-3	16	-7	-3	1	-4	0.3	-2	-0.7

Full records from above. Values in the order: MsrA inh, SUMO1-SIM PPI, NRP1-CendR mod, Scp1 inh, bovine MsrA act, STEP block, E coli Lon inh, LMPTP block, DNMT1 inh, TbMetRS inhib
Cc1nnc(NC(=O)CN2CC(C)OC(C)C2)s1 (stereo unspecified) across the screens: 1.2, 4, 0, -5, 2, -1, -7, -1.4, 0, 0.7
Cc1cc(S(=O)(=O)c2ccc([N+](=O)[O-])cn2)ccc1Br across the screens: 0.6, -21, 22*, 0, 2, 2, -7, 1.9, 7, -0.9
CNC(=O)COc1coc(CN2CCN(Cc3ccccc3)CC2)cc1=O across the screens: 0.9, 3, 2, -7, -3, 1, -4, -0.7, 1, -0.3
CC(=O)Oc1ccc(C(=O)[C@H]2[C@H]3C(=O)N(c4ccc(C)cc4C)C(=O)[C@H]3[C@@H]3C=CC=NN32)cc1 across the screens: 0.6, -11, -55, -4, -1, 0, -9, 0.4, -11, 0.2
COc1ccc(C(=O)NCCNc2nc3ccc(C)cc3cc2C#N)cc1 across the screens: 0.5, -12, -1, -12, -1, 1, -5, -0.9, -3, 0.0

Next section:
SMILES	MsrA inh	SUMO1-SIM PPI	NRP1-CendR mod	Scp1 inh	bovine MsrA act	STEP block	E coli Lon inh	LMPTP block	DNMT1 inh	TbMetRS inhib
COc1ccc(/C=N/Nc2ccc([N+](=O)[O-])cc2)cc1O	1.6	-32	-127	-10	1	-3	-154	6.3	-10	-0.8
O=C(Nc1ccccc1Cl)c1ccc(-n2cccn2)c([N+](=O)[O-])c1	1.9	-5	-5	-4	-1	-1	-3	1.2	-11	4.4
O=C(Nc1ccc2c(c1)OCCO2)C1CC(c2ccc(F)cc2)=NO1 (stereo unspecified)	-0.2	-1	-7	-19	-3	3	-6	-2.2	-3	-0.7
COc1cc(/C=C/C(=O)NCCc2ccc(S(N)(=O)=O)cc2)ccc1OCC#N	2.9	-11	-2	-14	-8	0	-3	0.8	-1	-0.7
Cc1cc(C)c2sc(NC(=O)C3=COCCO3)nc2c1	-0.5	-2	4	-4	-5	1	-14	1.4	0	0.2
COc1cc(/C=N/NC(=O)Cn2cnc3ccccc3c2=O)ccc1O	0.9	1	11	-1	-5	-2	-11	-0.6	-1	-0.6
CCOc1nc(NCCO)nc(Nc2ccccc2F)n1	1.5	0	6	-9	-1	2	5	-1.7	0	-0.1
CC(C)C[C@H](NC(=O)OC(C)(C)C)C(=O)N[C@@H](CO)[C@H](O)[C@@H]1C[C@@H]1C(=O)N(C)C	x	1	-7	12	-2	2	0	-1.6	5	-0.2
CC(=O)Nc1ccc(S(=O)(=O)N2CCN=C2SCc2ccccc2C)cc1	-1.6	2	4	5	-9	-1	2	1.6	-3	-0.3
O=C(/C=C/[C@H]1O[C@@H](n2cnc3c(NC(=O)c4ccccc4)ncnc32)[C@H](O)[C@@H]1O)N[C@@H](CO)Cc1c[nH]c2ccccc12	2.9	0	0	x	-2	3	-6	-0.8	9	0.1
Cc1cc2ncn(CC(O)COc3cccc(C(=O)O)c3)c2cc1C (stereo unspecified)	1.1	-1	0	-5	-7	-3	-10	-0.7	-1	-1.3
CC(C)CNS(=O)(=O)c1cc(C(=O)OCC(=O)N(C)C2CCS(=O)(=O)C2)c(Cl)cc1Cl (stereo unspecified)	1.6	3	4	0	-3	-3	1	-1.4	-3	-0.5
Cc1ccc(C)c(NC(=O)c2ccccn2)c1	0.3	1	3	0	0	0	0	0.9	1	-0.2
COc1cc(C2C(C#N)=C(N)Oc3n[nH]c(-c4ccncc4)c32)cc(OC)c1OC (stereo unspecified)	0.5	0	7	-7	1	-2	4	-2.0	-6	-0.6
Cc1ccccc1-n1nnnc1SCC(=O)N(C)C1CCS(=O)(=O)C1 (stereo unspecified)	-0.8	-3	3	-7	-4	2	6	0.3	-1	-0.3
C/C(CC(=O)NCCCN1CCOCC1)=N\NC(=O)COc1ccc(C)cc1	1.7	1	2	-4	-4	-5	0	-7.8	-10	-0.3
COc1cccc(C(=O)NC2CCCC2)c1	0.7	3	1	-5	4	-1	-4	-0.4	1	-0.2
CCOC(=O)C1=C(C)NC(C)=C(C(=O)OC)C1c1ccco1 (stereo unspecified)	1.5	-5	6	-7	0	3	-3	-0.2	1	-0.3
O=c1c2ccccc2nnn1CSc1nnc2ccccn12	1.1	-6	1	1	0	-1	-7	-2.0	-3	-0.4
COC(=O)c1cccc(S(=O)(=O)N2CCOCC2)c1	-2.0	4	6	-12	0	-2	-2	-1.2	1	0.2
O=C(O)C1=C[C@H](c2coc3ccccc3c2=O)C[C@H](OCc2ccc(CO)cc2)O1	-0.3	1	-14	1	-1	2	-1	0.5	3	-0.1
Cc1cc(C)c(OCC(=O)Nc2nc3ccccc3[nH]2)c(C)c1	1.5	0	-3	-5	-7	2	-9	0.4	5	-0.5
Cn1c(SCC(=O)Nc2ccc3nc(SCC(=O)NC4CC4)sc3c2)nnc1-c1ccccc1	0.9	1	-2	-3	0	6	-6	-0.2	-6	0.9
NS(=O)(=O)c1ccc(CCNC(=O)CSCc2ccccc2)cc1	0.4	1	0	0	-6	1	-2	-0.2	4	-1.0
Cc1cccc(OCC(=O)Nc2ccc3c4c(cccc24)CC3)c1C	0.7	0	-7	-12	-4	3	3	0.3	29	-0.5
O=C(CSc1ccc2ccccc2n1)Nc1ccc(N2CCOCC2)cc1	1.9	2	-10	1	-1	1	0	1.1	-20	-0.2

Records listed so far marked active in bovine MsrA act:
| SMILES | MsrA inh | SUMO1-SIM PPI | NRP1-CendR mod | Scp1 inh | bovine MsrA act | E coli Lon inh | LMPTP block | DNMT1 inh | TbMetRS inhib |
| --- | --- | --- | --- | --- | --- | --- | --- | --- | --- |
| CCCN1CCN(C(=O)CS(=O)(=O)Cc2nc(-c3cccc(OC)c3)oc2C)CC1 | -1.0 | 3 | 11 | -5 | 9.3* | -3 | -1.6 | 1 | -0.8 |

Screens as filed in PubChem.
